Compound activity (PubChem BioAssay)
LRH-1 inv ag: suppresses constitutive activity of human LRH-1; inhibition, % at 3.6 µM; HEK293T StAR-luciferase reporter, LRH-1 transfected, 24 h; actives 0.13% (n = 360,000); AID 602396;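 active = inhibition above the mean inhibition of all tested compounds plus 3 SD, cut at about 73% in these data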;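 also: 0% = DMSO wells and 100% = reporter-only cells lacking LRH-1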
TROY NFkB inh: TROY signaling inhibition | Q293 LMP1-TROYcd NF-kB luciferase reporter, 4 h | inhibition, % at 10 µM | actives 0.98% (n = 360,000) | AID 1347056;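 active = compounds whose plate-normalised and pattern-corrected inhibition of the luciferase reporter signal at the single screening dose is 50% or more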
SRC1 inh: inhibitors of human steroid receptor coactivator 1 (SRC1); inhibition, % at 3.6 µM; HEK293 GAL4-SRC1 luciferase reporter, luminescence; Q15788; AID 588354; actives 0.12% (n = 360,000);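 active = inhibition above the campaign mean plus 3 SD, with each screening campaign given its own cutoff, cut at about 60% in these data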;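 also: 0% = DMSO treated cells and 100% = gossypol at 36 µM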
NCOA2 inhibitor: inhibits human steroid receptor coactivator 2; Q15596; HEK293 GAL4-SRC2 luciferase reporter, luminescence; inhibition, % at 9 µM; actives 0.17% (n = 370,000); AID 651957;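 active = inhibition above the mean inhibition of all tested compounds plus 3 SD, set per campaign, cut at about 52% in these data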;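 also: 0% = DMSO treated cells and 100% = cells given Gossypol at 36 µM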
ABHD5-PLIN5 inh: blocks binding of human ABHD5 to perilipin-5 | Split G. princeps luciferase complementation, luminescence, 4 h | actives 0.78% (n = 360,000) | Q00G26+Q8WTS1 | inhibition, % at 4 µM;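 active = inhibition above the mean inhibition across every tested compound plus 3 SD, cut at about 22% in these data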;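 also: 0% = DMSO only wells and the 100% control is not disclosed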
Target sequence (Q00G26 whole entry, looked up): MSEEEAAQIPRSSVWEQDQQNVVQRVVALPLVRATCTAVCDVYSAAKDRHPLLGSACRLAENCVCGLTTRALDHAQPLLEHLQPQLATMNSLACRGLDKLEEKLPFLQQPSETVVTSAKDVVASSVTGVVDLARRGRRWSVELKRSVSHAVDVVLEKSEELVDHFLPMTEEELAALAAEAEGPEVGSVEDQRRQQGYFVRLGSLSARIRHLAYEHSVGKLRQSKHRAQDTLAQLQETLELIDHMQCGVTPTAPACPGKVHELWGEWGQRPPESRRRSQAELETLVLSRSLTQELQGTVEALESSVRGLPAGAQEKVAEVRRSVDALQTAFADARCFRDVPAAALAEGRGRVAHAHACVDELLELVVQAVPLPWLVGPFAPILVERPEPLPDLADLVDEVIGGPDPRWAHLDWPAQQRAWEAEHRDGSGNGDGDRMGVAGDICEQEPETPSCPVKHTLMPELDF
Target sequence (Q8WTS1 whole entry, looked up): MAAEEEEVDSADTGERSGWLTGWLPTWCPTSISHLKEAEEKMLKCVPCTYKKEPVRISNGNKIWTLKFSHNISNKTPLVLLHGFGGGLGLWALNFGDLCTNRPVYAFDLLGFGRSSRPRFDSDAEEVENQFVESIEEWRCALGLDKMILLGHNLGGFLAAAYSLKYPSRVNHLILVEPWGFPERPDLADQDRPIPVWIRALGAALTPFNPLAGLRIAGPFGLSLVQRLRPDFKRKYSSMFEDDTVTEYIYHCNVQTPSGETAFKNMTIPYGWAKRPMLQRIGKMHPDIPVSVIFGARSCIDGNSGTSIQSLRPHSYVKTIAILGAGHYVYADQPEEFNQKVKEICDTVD
TWEAK-Fn14 inh: inhibitors of TWEAK-Fn14 interaction signaling; TWEAK-stimulated Fn14 reporter cells, luciferase luminescence, 8 h; AID 1159606; inhibition, % at 10 µM; actives 2% (n = 360,000); in the data active = inhibition above about 50%
NOD2-RIPK2 inh: blocks binding of human NOD2 to RIPK2; O43353; CHO BLA complementation NOD2-RIPK2, CCF4 ratio; inhibition, % at 4.98 µM; actives 0.38% (n = 360,000); AID 624267; in the data active = inhibition above about 21%;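 also: 0% = vehicle only and 100% = reference blocker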
Granule exo inh: blocks lytic granule exocytosis | TALL-104 LAMP-1 surface exposure, flow cytometry; cells stimulated with thapsigargin and PMA | inhibition, % at 10 µM | actives 0.66% (n = 360,000) | AID 651702;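 active = inhibition above about 55%, limit read from the data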
TLR9-MyD88 inh: inhibitors of human TLR9-MyD88 binding. Q9NR96+Q99836. CHO BLA complementation TLR9-MyD88, CCF4 FRET ratio. actives 0.21% (n = 340,000). inhibition, % at 4.98 µM. AID 504734;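 active = inhibition above the mean over all tested compounds plus 3 SD, cut at about 21% in these data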;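 also: 0% = DMSO only wells and 100% = clavulanate BLA inhibitor control wells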
COUP-TFII inh: inhibitors of human COUP-TFII (NR2F2); P24468; HEK293T NGFI-A luciferase reporter, luminescence; inhibition, % at 8.6 µM; actives 0.7% (n = 370,000); AID 686940;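 active = inhibition above a per-plate cutoff, mean inhibition of test wells between control levels plus 3 SD, cut at about 38% in these data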;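 also: cells cotransfected with COUP-TFII expression vector driving the NGFI-A reporter; 0% = median of COUP-TF2 test wells and 100% = reporter-only cells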
SRC3 inh: inhibits human SRC3 coactivator; Q9Y6Q9; HEK293 GAL4-SRC3 luciferase reporter, luminescence; inhibition, % at 3.6 µM; actives 0.17% (n = 360,000); AID 588352;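 active = inhibition above a per-campaign cutoff, the mean of all compounds plus 3 SD, cut at about 60% in these data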;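 also: 0% = DMSO-treated cells and 100% = gossypol-treated cells at 36 µM; higher means less SRC3-driven luciferase light from the GAL4 reporter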
* hit, by the source's call; · = no result given. Only part of the results is shown; count on the stated rates, not on these rows.

Molecule	LRH-1 inv ag	TROY NFkB inh	SRC1 inh	NCOA2 inhibitor	ABHD5-PLIN5 inh	TWEAK-Fn14 inh	NOD2-RIPK2 inh	Granule exo inh	TLR9-MyD88 inh	COUP-TFII inh	SRC3 inh
Cc1sc(-c2ccncc2)nc1OC(=O)c1cc(Cl)cc(Cl)c1	12.8	19.1	-7.6	0.2	-0.6	-7.7	1.5	-1.4	-1.5	0.0	15.4
COc1ccc(OCCSc2nc(C)c(Cc3ccccc3)c(=O)[nH]2)cc1	6.8	-0.7	2.9	-11.7	-5.1	-1.8	-5.7	3.2	6.8	4.9	7.5
COc1ccccc1N1CCN(C(=O)CCNC(=O)Cn2ccc3ccccc3c2=O)CC1	5.8	14.3	4.3	7.6	-8.5	-1.7	-12.1	-5.5	3.5	5.5	11.9
CC(C)(C)c1ccc(OCC(=O)N(c2ccccn2)C2CCCCC2)cc1	-19.4	3.5	-20.7	-0.2	4.5	36.2	1.5	-1.1	-15.9	-1.6	13.3
O=C(NC(=S)N1CCN(C/C=C/c2ccccc2)CC1)c1ccc(F)cc1	-0.9	-38.1	-45.8	-9.0	-0.5	-9.7	8.6	-10.2	-3.3	-4.1	5.5
COC(=O)c1cc(NC(=O)N2c3ccccc3Sc3ccccc32)cc(C(=O)OC)c1	1.9	-7.0	-19.6	8.6	-1.1	2.5	-9.4	-4.0	-8.2	-2.5	7.9
Cc1cc(C)c(S(=O)(=O)Nc2ncccc2C)c(C)c1	7.2	3.1	9.6	14.9	-4.5	-16.9	2.7	15.1	-10.1	-26.7	-3.2
CCOC(=O)c1c(NC(=O)CSc2nnc3ccccn23)sc2c1CCC2	-16.6	-11.1	2.0	-16.6	-0.5	4.5	7.3	-10.2	7.3	6.5	8.5
Cc1ccc(S(=O)(=O)N2CCN(C(=O)N3CCCCC3)CC2)c(C)c1	-5.8	5.3	-20.1	-17.3	-2.9	2.1	-1.2	3.5	-1.3	-10.3	6.0
O=C(c1cc(-c2ccccn2)nc2ccc(Br)cc12)N1CCN(S(=O)(=O)c2ccccc2)CC1	-2.5	-15.7	2.7	-11.1	6.7	4.7	-5.0	0.7	5.7	-7.7	10.5
Cc1ccc(NC(=O)CN(C)S(=O)(=O)c2ccc3c(c2)n(C)c(=O)c(=O)n3C)cc1	19.1	-7.4	14.2	-3.1	4.7	-6.3	-7.3	-8.1	-3.5	3.0	3.1
COC(=O)c1ccccc1NC(=O)c1ccc(NS(C)(=O)=O)cc1	0.5	-1.2	-6.5	-15.3	3.4	3.2	-4.8	-0.2	8.7	-9.8	1.6
Cc1cccc(C)c1NC(=O)Cn1nc(-c2ccccc2)nc1-c1ccccc1	-15.3	-12.5	-5.6	-16.7	4.6	-9.3	-6.6	-1.5	-0.9	-0.4	2.4
COCCNc1nc(-c2ccccc2CO)c2sc(-c3ccccc3)cc2n1	23.5	-8.8	5.0	·	0.4	-2.5	-4.4	25.6	·	·	-26.3
O=C(CCC(NC(=O)OCc1ccccc1)C(=O)O)OCc1ccccc1 (stereo unspecified)	-0.8	8.4	-0.2	-11.1	3.2	4.8	-2.8	2.2	-8.2	14.9	3.5

2 entries drawn at random from those above, as already listed:
Molecule	LRH-1 inv ag	TROY NFkB inh	SRC1 inh	NCOA2 inhibitor	ABHD5-PLIN5 inh	TWEAK-Fn14 inh	NOD2-RIPK2 inh	Granule exo inh	TLR9-MyD88 inh	COUP-TFII inh	SRC3 inh
O=C(CCC(NC(=O)OCc1ccccc1)C(=O)O)OCc1ccccc1 (stereo unspecified)	-0.8	8.4	-0.2	-11.1	3.2	4.8	-2.8	2.2	-8.2	14.9	3.5
Cc1ccc(NC(=O)CN(C)S(=O)(=O)c2ccc3c(c2)n(C)c(=O)c(=O)n3C)cc1	19.1	-7.4	14.2	-3.1	4.7	-6.3	-7.3	-8.1	-3.5	3.0	3.1

Next part:
Molecule	LRH-1 inv ag	TROY NFkB inh	SRC1 inh	NCOA2 inhibitor	ABHD5-PLIN5 inh	TWEAK-Fn14 inh	NOD2-RIPK2 inh	Granule exo inh	TLR9-MyD88 inh	COUP-TFII inh	SRC3 inh
CC1(C)CC(NS(=O)(=O)c2ccc(Cl)cc2)CC(C)(C)N1	21.0	10.8	-36.4	-1.9	-2.0	-1.6	4.7	-0.4	4.7	-4.8	-9.3
CNc1c(-n2cc(C(=O)OC)c(C(=O)OC)c2C(=O)OC)c(=O)n(C)c(=O)n1C	-2.5	-9.8	-20.1	-22.4	1.2	7.8	-6.6	-1.1	10.4	0.9	-3.3
CCc1nc2ccc(C(=O)NCCc3c[nH]c4ccccc34)cn2c1N(C=O)CCC(C)C	18.7	-5.6	11.8	-36.2	1.3	18.5	1.9	-1.9	·	15.6	1.1
COc1ccc(C2=NN(C(=O)c3cccs3)C(c3ccc(OC)cc3)C2)cc1 (stereo unspecified)	12.3	12.6	-22.3	-12.0	-2.7	-1.0	-2.5	-4.2	-5.2	-8.2	6.4
Cc1ccc(C(=O)N2CCN(S(=O)(=O)c3ccc(C)c([N+](=O)[O-])c3)C2)cc1	7.4	-6.1	-0.8	2.0	3.0	0.2	-4.3	1.0	2.2	11.9	3.3
OCC[C@H]1C[C@H](O)[C@@H](O)[C@@]2(CCc3ccccc3CO2)O1	-8.7	-13.8	-13.8	-12.3	8.8	-3.2	6.2	11.3	-12.2	-18.4	23.3
Cc1ccc(C(=O)OCC(=O)NC(C)C2CC3CCC2C3)cc1N (stereo unspecified)	8.3	-10.6	-8.4	4.5	6.6	-10.5	0.2	-1.1	-16.1	-10.2	11.4
NNC(=O)COc1ccc(C2SCCS2)cc1	-6.8	-10.7	11.8	-14.7	3.3	-2.5	-0.7	13.4	-12.8	7.5	-1.8
O=C(Nc1ccc(S(=O)(=O)N2CCCC2)cc1Cl)C1=COCCO1	10.5	9.9	-6.0	-4.7	5.4	4.1	-8.2	0.0	1.8	1.9	15.5
COCCCNC(=O)COC(=O)c1ccc(-c2nc3ccccc3s2)s1	-50.2	-18.0	-49.0	-33.2	5.7	20.8	-7.2	8.9	-4.8	34.9	-70.7
O=C(NC(=S)N1CCc2ccccc21)c1ccccc1	-7.2	-16.7	-1.9	6.4	-8.5	-0.2	2.7	-2.7	2.9	-3.5	-16.5
O=C(CSc1ncn[nH]1)Nc1ccc(Br)cc1Br	2.8	-19.3	-3.6	-19.6	8.5	10.7	3.3	-6.1	9.1	-2.1	-0.6
Cc1ccccc1C(=O)Nc1ccc2c(c1)OCO2	-124.9	-4.2	-106.4	-37.9	-4.6	43.5	2.1	0.4	3.9	-17.3	-87.8
Cc1ccc(O)c(NC(=O)c2ccc3c(c2)C(=O)N(CC(C)C)C3=O)c1	-74.6	-24.9	-75.2	-10.7	-11.0	12.7	-12.1	-0.2	-0.5	-34.0	-105.7
Cc1nc(C)c(-c2csc(NCc3ccco3)n2)s1	-42.3	0.7	-44.8	-17.1	-12.9	-13.7	-0.3	8.3	1.0	-24.4	-24.0

Next section:
Molecule	LRH-1 inv ag	TROY NFkB inh	SRC1 inh	NCOA2 inhibitor	ABHD5-PLIN5 inh	TWEAK-Fn14 inh	NOD2-RIPK2 inh	Granule exo inh	TLR9-MyD88 inh	COUP-TFII inh	SRC3 inh
Cc1cccc(Cn2c(N3CCCCC3C)nc3c2c(=O)[nH]c(=O)n3C)c1 (stereo unspecified)	0.5	-16.7	-4.2	-31.3	-2.7	0.6	-4.6	-3.3	5.4	8.6	1.1
O=C(CCNS(=O)(=O)c1c(Cl)cccc1Cl)N1CCCC1	-4.6	-15.4	0.5	14.3	4.4	7.7	-2.9	0.8	7.9	3.4	10.6
CCn1c(CNc2nc(-c3ccccc3)cs2)nnc1SCC(=O)NCc1ccccc1	-9.5	18.0	-2.5	-3.4	8.7	18.8	4.7	9.6	8.8	2.4	12.4
COc1cc(C(=O)C(=O)N2CCN(c3ccc(C)cc3)CC2)cc2ccccc12	17.4	·	·	7.9	-14.4	·	1.3	3.0	·	-11.4	·
Cn1nnnc1Sc1ncnc2scc(-c3ccc([N+](=O)[O-])cc3)c12	26.5	54.1*	-14.4	1.7	9.3	92.5*	4.0	-5.6	12.8	-83.3	18.7
COc1cccc(CSc2nnc(-c3ccncc3)n2N)c1	18.0	-6.2	7.5	-10.7	0.4	-4.3	-7.3	-0.5	-9.2	7.2	-29.7
CCC1CCCCN1CCCNC(=O)CC1Oc2ccccc2NC1=O (stereo unspecified)	-22.1	-6.0	8.0	-13.2	0.5	2.9	-13.4	5.3	3.3	-3.9	10.8
COCCCNCC(O)C(F)(F)F (stereo unspecified)	5.2	16.6	5.4	-6.4	2.7	4.5	-2.4	-3.5	-2.7	-4.4	0.5
CC(C)n1c(=O)c2ccccc2n1Cc1cn(CCc2c[nH]c3ccccc23)nn1	12.9	9.6	0.6	-1.6	-1.8	-4.9	-0.6	-5.3	·	-9.4	-16.3
Cc1cc2cc(CN(CCCN3CCOCC3)C(=O)NC3CCCCC3)c(=O)[nH]c2cc1C	13.6	-14.5	-17.5	-13.9	0.7	-2.3	2.3	1.4	4.0	-18.8	-0.6
CCC(=O)Nc1cc(=O)[nH]c2ncnn12	22.5	-1.7	2.1	-30.8	-2.2	-0.4	2.2	-2.6	2.6	-7.0	-11.6
C=CC(=O)N1CCCC(Nc2nc(Nc3ccc(N(C)C(=O)CC)cc3C)nc3nc[nH]c23)C1 (stereo unspecified)	4.7	-12.1	10.9	-12.0	-3.9	-3.2	-0.7	2.7	-16.2	-4.0	-10.8
Cc1ccc(C2CCN(C(=S)NC(C)C)C2)cc1 (stereo unspecified)	-21.8	-22.6	6.8	2.7	4.5	-1.7	-1.0	-1.0	2.4	5.6	7.8
CC1=C(C(=O)Nc2ccccc2)C(c2ccco2)NC(=S)N1 (stereo unspecified)	2.1	-20.4	-18.4	3.7	-3.1	8.6	-4.8	-1.2	0.7	10.2	10.3
CN(c1nc2c(c(=O)n(C)c(=O)n2C)n1CC(=O)c1ccccc1)C1CCCCC1	10.9	-5.2	-10.1	3.0	-2.2	-1.9	5.9	0.2	-12.4	4.2	9.9
OC(c1ccc(F)cc1)c1ncc(-c2cccc3ccccc23)[nH]1 (stereo unspecified)	-10.3	-10.3	3.4	-1.5	0.0	10.5	5.4	-1.8	·	0.7	-25.6
